# NPC1 prom act – qHTS Assay for NPC1 Promoter Activators | Potency, µM (series often up to 9.22 µM), for the others: at the highest dose activation, actives largely listed as activators | actives 2.4% (n = 320,000) | Huh7 NPC1 promoter luciferase reporter, 24 h;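 further: potency means the concentration at half of the fitted maximal effect; % of control where 0% means no effect; nearly all actives have a fitted effect of over 60% in size; reporter is driven by a mutant NPC1 promoter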
#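 Huh7 cells stably carrying NPC1 promoter–luciferase, plated in Opti-MEM with 10% FBS for 2 h, were exposed to compound in DMSO for 24 h at 37 °C; luciferase reagent was added for 10 min and luminescence read.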
# RORgamma inh – qHTS for inhibitors of ROR gamma transcriptional activity. actives 5.4% (n = 310,000). Nuclear receptor ROR-gamma (Mus musculus), P51450. Drosophila S2 Gal4-RORgamma UAS-luciferase reporter, 20 h. Potency, µM (doses to about 53.6 µM), without a hit: at the highest dose activity change, negative = inhibition, most hits filed as inhibitors; further: potency means the concentration at half of the fitted maximal effect; on the % scale 0 is the no-effect control and ±100 the full control effect; nearly all actives have a fitted effect of over 60% in size
# Target sequence (P51450 whole entry, looked up, the tested form may be a part): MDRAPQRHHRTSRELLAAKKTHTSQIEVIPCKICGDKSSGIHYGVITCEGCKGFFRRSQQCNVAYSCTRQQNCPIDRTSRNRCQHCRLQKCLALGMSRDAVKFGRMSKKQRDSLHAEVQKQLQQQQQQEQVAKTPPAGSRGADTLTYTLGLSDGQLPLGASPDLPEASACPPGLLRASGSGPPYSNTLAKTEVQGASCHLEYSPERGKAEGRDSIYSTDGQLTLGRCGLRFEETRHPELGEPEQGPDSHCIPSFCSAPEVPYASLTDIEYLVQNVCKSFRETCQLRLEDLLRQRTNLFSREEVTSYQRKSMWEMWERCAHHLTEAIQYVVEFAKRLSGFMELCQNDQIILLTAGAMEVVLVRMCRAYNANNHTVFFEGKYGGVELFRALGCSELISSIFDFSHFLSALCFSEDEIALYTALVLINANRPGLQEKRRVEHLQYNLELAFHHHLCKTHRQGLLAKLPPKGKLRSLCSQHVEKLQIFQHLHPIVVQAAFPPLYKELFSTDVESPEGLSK
#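 Luciferase reporter read in Schneider cells carrying Gal4-RORγ (mouse) and UAS-Photinus luciferase; cells given compound 1 h before 700 uM copper sulfate induction, then incubated 20 h at ambient temperature.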
# Tb PFK block – qHTS Assay to Find Inhibitors of T. brucei phosphofructokinase. ATP-dependent 6-phosphofructokinase (Trypanosoma brucei brucei), O15648. T. brucei PFK, ADP-Glo luminescence. Potency, µM (highest dose often 57.5 µM), without a hit: at the highest dose activity, negative = inhibition, most hits filed as inhibitors. actives 0.17% (n = 330,000);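 further: potency means the concentration at half of the fitted maximal effect; 0% = uninhibited 1x PFK enzyme wells and -100% = no-enzyme wells; nearly all actives have a fitted effect of over 60% in size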
# Target sequence (O15648 whole entry, looked up): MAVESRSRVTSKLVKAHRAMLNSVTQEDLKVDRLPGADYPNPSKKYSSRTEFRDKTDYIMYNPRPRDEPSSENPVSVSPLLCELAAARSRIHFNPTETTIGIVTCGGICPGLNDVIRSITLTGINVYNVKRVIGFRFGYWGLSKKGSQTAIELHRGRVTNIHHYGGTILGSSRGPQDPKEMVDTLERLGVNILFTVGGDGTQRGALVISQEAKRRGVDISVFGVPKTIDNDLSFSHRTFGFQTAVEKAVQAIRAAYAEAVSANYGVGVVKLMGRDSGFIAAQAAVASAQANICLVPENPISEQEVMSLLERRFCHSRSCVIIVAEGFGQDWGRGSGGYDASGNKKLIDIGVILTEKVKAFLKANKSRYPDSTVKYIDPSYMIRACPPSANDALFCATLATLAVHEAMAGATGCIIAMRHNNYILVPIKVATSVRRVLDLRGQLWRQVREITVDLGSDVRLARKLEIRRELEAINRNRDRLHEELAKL
#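 In TEA buffer at pH 8.0 with 5 mM MgCl2, enzyme (1.25 nM) converted F6P (0.5 mM) and ATP (0.1 mM) for 45 min at room temperature. ADP product was read by luciferase luminescence.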
# VP16 counter – VP16 counterscreen qHTS for inhibitors of ROR gamma transcriptional activity. Drosophila S2 Gal4-VP16 UAS-luciferase, luminescence, 20 h. Potency, µM (top dose mostly 53.6 µM), without a hit: at the top dose activity, negative = inhibition, hits mostly inhibitors. actives 3.5% (n = 310,000). AID 2546, 2010;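 further: Gal4-VP16 expression switched on by copper sulfate through the metallothionein promoter; potency means the concentration at half of the fitted maximal effect; on the % scale 0 is the no-effect control and ±100 the full control effect; nearly all actives have a fitted effect of over 50% in size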
# KCNH2 3.1 inh – qHTS for Inhibitors of KCHN2 3.1: Mutant qHTS | Potassium voltage-gated channel subfamily H member 2, brain isoform KCNH2 3.1 (human) | U2OS KCNH2 3.1, thallium flux FluxOr; hits give low values | activity change, % (tested at about 1.8 µM) | actives 0.95% (n = 340,000);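 active means maximum activity change below -70%; inconclusive means maximum activity change from -70% to -50%; inactive means maximum activity change above -50%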;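 further: thallium influx rate constant from kinetic fluorescence after stimulation buffer; on the % scale 0 is the no-effect control and ±100 the full control effect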
#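 Normalized rate constant (relative to positive and negative DMSO controls) derived from a 2 min kinetic fluorescence read after stimulation; U2OS cells expressing the 3.1 isoform via virus at 1.77 x 10^8 /mL.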
# FLuc modulator – qHTS profiling assay for firefly luciferase inhibitor/activator using purifed enzyme and Km concentrations of substrates (counterscreen for miR-21 project); Luciferin 4-monooxygenase (Photinus pyralis), P08659; purified FLuc, Km substrates, luminescence inhibition; Potency, µM (titrated, usually from 57.5 µM), for the others: top-dose activity change, negative = inhibition, usual class: inhibitors; actives 6.9% (n = 360,000);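 further: potency means the concentration at half of the fitted maximal effect; plate controls were vehicle for no effect and reference inhibitor for full effect; nearly all actives have a fitted effect of over 55% in size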
#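 Purified P. pyralis luciferase, 10 nM final, with Km-level 10 uM D-luciferin and 10 uM ATP in 50 mM Tris acetate pH 7.5, 10 mM Mg acetate, 0.01% Tween-20, 0.05% BSA; 6-point qHTS titration about 60 µM downward; luminescence read.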
# Rab9 promoter act – qHTS Assay for Rab9 Promoter Activators. Huh7 Rab9 promoter-luciferase reporter, luminescence, 24 h. Potency, µM (doses to about 9.22 µM), for inactives: at the top dose activation, negative = inhibition, actives largely listed as activators. actives 2.8% (n = 320,000). AID 485297, 2010; further: potency means the concentration at half of the fitted maximal effect; % of control where 0% means no effect; nearly all actives have a fitted effect of over 60% in size
#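 Huh7 reporter line, Rab9 promoter upstream of luciferase. Compound exposure 24 h at 37 °C in reduced-serum medium with 10% FBS. Read-out: luminescence.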
# FBPA coupling cs – qHTS Assay for Inhibitors of Fructose-1,6-bisphosphate Aldolase from Giardia Lamblia: Coupling assay counterscreen | coupling enzyme system counterscreen, AmpLite Red fluorescence | activity change, negative = inhibition, % at 58.2 µM, hits read low | actives 0.67% (n = 290,000) | AID 2472, 2010; in the data active means activity change below about -30%; further: on the % scale 0 is the no-effect control and ±100 the full control effect
#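 Counterscreen of the coupled detection system alone, without aldolase: glyceraldehyde-3-phosphate coupling enzymes plus AmpLite Red readout. Compounds at 57.5 uM final, 10 min RT preincubation, 20 min RT reaction, fluorescence 525/598 nm.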
# uPA generation – qHTS for Inhibitors of Cell Surface uPA Generation; cell surface uPA generation assay, qHTS; Potency, µM (doses to about 38.3 µM), for inactives: at the top dose activity change, negative = inhibition, most hits filed as inhibitors; actives 0.31% (n = 330,000); AID 540303, 2011; active means well fitted inhibition curve with a large enough effect; inconclusive means small, poorly fitted or top-dose-only effect; inactive means no such curve, though single readings can be large or run the other way; tested in mouse RAW 264.7 cells; further: potency means the concentration at half of the fitted maximal effect; on the % scale 0 is the no-effect control and ±100 the full control effect; nearly all actives have a fitted effect of over 55% in size
# ELG1 genotox – qHTS screen for small molecules that induce genotoxicity in human embryonic kidney (HEK293T) cells expressing luciferase-tagged ELG1; HEK293T ELG1-luciferase reporter, luminescence, 16 h; Potency, µM (titrated, usually from 46 µM), inactives show at the highest dose activity change, positive = activation, hits mostly activators; actives 1.3% (n = 330,000); AID 504466, 2011; further: potency means the concentration at half of the fitted maximal effect; % of control where 0% means no effect; nearly all actives have a fitted effect of over 60% in size
#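 HEK293T cells expressing luciferase-tagged ELG1 were treated with compound or DMSO for 16 hr at 37°C. Luciferase activity was then read after 30 min with ONE-Glo at room temperature; rising signal flags genetic stress.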
# Giardia killer – Small Molecules that selectively kill Giardia lamblia: qHTS; Giardia lamblia trophozoite viability; actives 0.15% (n = 340,000); AID 540267, 2011; activity change, % at 7.66 µM, hits read low; in the data active means activity change below about -80%; inconclusive means between about -30% and that limit;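 further: parasites exposed to compound for two days anaerobically before the ATP read; on the % scale 0 is the no-effect control and ±100 the full control effect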
#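 Giardia trophozoites, 100 cells per well, were exposed to compounds for 48 hrs at 37 deg C under anaerobic conditions; viability was then read as ATP content by bioluminescence after 15-30 min at room temperature.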
# * = called active by the depositor; u = inconclusive; x = no result given; [ ] = dose if it differs, or a comment. Unless noted, the call rests on the fitted dose curve; in most records, active means well fitted curve in the direction sought with a large enough effect; inconclusive means small, poorly fitted or top-dose-only effect, or another doubt; inactive means no such curve, though single readings can be large; an effect the other way counts as inactive or inconclusive. Not a hit list. About 14% of those tested had a hit in this group.
SMILES,NPC1 prom act,RORgamma inh,Tb PFK block,VP16 counter,KCNH2 3.1 inh,FLuc modulator,Rab9 promoter act,FBPA coupling cs,uPA generation,ELG1 genotox,Giardia killer
Cc1oncc1C(=O)N1CCCC(CO)(Cc2ccc(F)cc2F)C1 (stereo not given),-3%,6%,1%,u,2,-10%,-2%,3,-2%,6%,19
CS(=O)(=O)c1ccc2nc(NC(=O)c3cc4ccccc4o3)sc2c1,u,-34%,2%,-19%,-2,2.7µM*,u,0,-5%,1%,-13
Cc1cc(NC(=O)COC(=O)c2oc3c(Cl)cccc3c2C)no1,1%,-20%,-8%,1%,-11,0%,-2%,2,3%,-1%,-5
COc1ccc2cc(CCNC(=O)c3ccc(S(=O)(=O)N4CCCC4)cc3)c(=O)[nH]c2c1,-3%,0%,3%,-11%,12,3%,2%,x,18%,-8%,-20
O=C(NC1CCCCCC1)c1ccc(CN2CCOCC2)cc1,3.2µM*,-35%,7%,-6%,-2,17µM*,3.5µM*,3,-5%,u,-2
CCCCOC(=O)C1CN(c2ccccc2)N=C1C(=O)OCC (stereo not given),-2%,-4%,-4%,1%,-23,-2%,-1%,4,-3%,6%,-6
COc1cccc(-c2sc3ccc(OC)cc3c2C#CC(C)(C)O)c1,10%,x,0%,x,-14,-3%,0%,x,-20%,-5%,2
Cc1ccc(-n2c(-c3ccncc3)n[nH]c2=S)cc1,-4%,11µM*,7%,-7%,1,-14%,-5%,10,-3%,-7%,0
N#Cc1ccc(Oc2cccnc2)cc1C#N,0%,2%,0%,4%[0.365 µM],-2,3%,0%,1,2%,-7%,-15
Cc1ccc(N=CC2=C(O)CC(c3ccco3)CC2=O)cc1 (stereo not given),1%,u,-6%,23%,-15,11µM*,11%,1,0%,8%,1
CCC(C)[C@@H](C(=O)N1CCNCC1)n1cc(CCCCN)nn1 (stereo not given in full),0%,20%,1%,-4%,22,0%,20%,3,9%,3%,-7
CCc1ccc2c(c1)c1nnc(NN)nc1n2CC,5%,-30%,-6%,-24%,-23,-12%,2%,-8,-5%,-4%,7
CN(c1ccccc1)S(=O)(=O)c1cccc(NC(=O)CSc2ncc(C(F)(F)F)cc2Cl)c1,1%,-16%,-1%,4%,-2,0%,2%,-6,9%,-1%,13
Cc1ccc(NC(=O)CN(C)C(=O)CSc2nccn2C)cc1,x,x,2%,x,-4,x,x,x,3%,0%,-3
CN(C)c1ccc(NC(=O)C[n+]2ccccc2)cc1,-4%,-14%,2%,-2%,5,-1%,1%,-1,6%,0%,-23
Cc1cc(NC(=O)CCc2ccc(S(=O)(=O)N3CCOCC3)cc2)n(-c2ccccc2)n1,-4%,u,-2%,u,-23,1%,-5%,-2,-4%,-8%,15
CN1C(=O)CSC1=Nc1ccc(F)cc1,-5%,-19%,-1%,5%,2,1%,1%,8,2%,7%,-7
COc1ccc(-n2c(=S)[nH]c3cc(C(=O)N4CCN(c5ccccc5)CC4)ccc3c2=O)cc1,2%,10µM*,0%,u,3,-2%,4%,0,-2%,-2%,-13
COC(=O)c1cccc(-n2[nH]nnc2=S)c1,-4%,-22%,-3%,2%,-3,-14%,0%,3,3%,-4%,-9
Cc1cccc(-n2c(O)c(C=NCc3ccccn3)c3ccccc3c2=O)c1,-1%,u,-4%,u,-4,2%,0%,-1,-1%,0%,-2
COc1ccc(C2CCCN2C(=O)Nc2ccc(F)cc2)cc1OC (stereo not given),-3%,21%,1%,17%,0,-2%,-1%,2,-9%,-1%,1
Cc1cc(C)cc(OCC(=O)O/N=C(\N)c2ccccc2Cl)c1,0%,23%,-1%,-15%,-2,u,0%,-2,11%,1%,-1
CCN(CC)C(=O)c1cc2cc(Br)ccc2oc1=O,-7%,-41%[0.365 µM],5%,x,3,3%,-1%,2,4%,-3%,-7
O=C(c1ccccc1Br)N1CCN(c2ccccc2)CC1,2%,-22%,3%,1%,-1,2%,-10%,7,x,3%,-16
COc1ccc(N2CC(C)Cn3c2nc2c3c(=O)n(Cc3ccc(C)cc3)c(=O)n2C)c(OC)c1 (stereo not given),-2%,6%,-1%,-11%,-3,-6%,3%,2,6%,-6%,0

# (listing goes on)
SMILES,NPC1 prom act,RORgamma inh,Tb PFK block,VP16 counter,KCNH2 3.1 inh,FLuc modulator,Rab9 promoter act,FBPA coupling cs,uPA generation,ELG1 genotox,Giardia killer
CSc1cccc(NC(=O)Nc2ccc(Cl)cc2)c1,16%,38%,-2%[0.46 µM],-3%,-28,u,27%,-4,8%,2%,-4
O=C(CSc1ncnc2ccccc12)NC1CCS(=O)(=O)C1 (stereo not given),x,x,-13%,x,21,x,x,x,-3%,-3%,3
CCCCC1(C)NC(=O)N(CC(=O)Nc2cc(S(=O)(=O)N3CCOCC3)ccc2Cl)C1=O (stereo not given),-6%,x,-10%,x,-13,0%,-1%,x,-19%,0%,u
CC(C)(C)c1ccc(C(CC(=O)O)NC(=O)Cc2ccc(F)cc2)cc1 (stereo not given),2%,11%,-3%,-6%,x,u,-8%,6,x,3%,x
CCc1ccc(N2C(=O)c3sc4nnc(C)c(=O)n4c3C2=O)cc1,-1%,28%,2%,-13%,-10,-15%,0%,0,1%,-2%,-15
CCCCCCC(=O)NNC(=O)c1c(O)c2ccccc2n(CC)c1=O,0%,11µM*,-6%,u,28,u,-4%,0,3%,-8%,22
COc1ccc(-c2nnc(-c3ccccc3)o2)cc1OC,2.2µM*,u,4%,3%,-2,8.5µM*,1.8µM*,0,u,u,-16
COc1cc(C2C(C(=O)c3ccco3)=C(O)C(=O)N2c2cc(C)on2)cc(Br)c1O (stereo not given),0%,-3%,0%,1%,-4,5%,2%,6,3%,-1%,-2
CN1CCN(C(=O)CCNC(=O)Cn2cnc3ccccc3c2=O)CC1,0%,-31%,0%,7%,1,0%,-3%,0,13%,0%,0
Nc1nc(Nc2ccccc2)nc2c1ncn2[C@@H]1O[C@H](CO)[C@@H](O)[C@H]1O,3%[46.1 µM],x,x,x,10,x,2%[46.1 µM],x,-24%,x,9
Cc1ccc(C)c(Cn2c(=O)n(C)c(=O)c3sccc32)c1,-3%,27%,-4%,3%,3,-2%,-6%,3,1%,0%,-7
Cc1cc(C)c2nc(Nc3nc(-c4ccccc4)cc(=O)[nH]3)nc(C)c2c1,9%,0.63µM*,0%,2.2µM*,14,1.7µM*,1%,-2,4%,4%,-11
CCN1C(=O)[C@@H]2[C@@H](c3ccc(-c4ccc(F)cc4)cc3)N3CCC[C@@]3(C(=O)OC)[C@@H]2C1=O,-4%,x,-1%,x,0,0%,-4%,x,-2%,-3%,-5
CCc1ccc(NC(=S)N(Cc2ccccc2)Cc2ccccn2)cc1,-2%,0.32µM*,-2%,u,-16,-10%,14%,-3,-7%,-8%,0
COc1cc(/C=C2\SC(=S)N(Nc3ccccc3)C2=O)ccc1O,-3%,u,-6%,u,6,5.4µM*,20%,4,-4%,u,-2
CCSc1nc(C2CC2)cc(-c2ccco2)c1C#N,1%,43%,-4%,3%,-14,0%,-9%,3,-8%,0%,12
Cc1cc(C)c2c(C)c(C(=O)NCc3ccc(S(N)(=O)=O)cc3)oc2c1,-6%,-29%,2%,u,-1,0%,-2%,1,-3%,13%,-6
CN(C)CCCNc1c2c(nc3ccccc13)CCC2,-3%,-2%,1%,-5%,-19,-1%,2%,2,17%,5%,10
CCOc1ccccc1NC(=O)N1CCC(c2nc3ccccc3[nH]2)CC1,-4%,-2%,25%,-1%,1,3%,-3%,2,2%,-1%,-4
O=C(CC1Sc2ccccc2NC1=O)NCc1cccc(Cl)c1 (stereo not given),-7%,37%,-1%,-4%,13,-1%,-3%,2,4%,3%,4
Cc1ccc(-c2c(C(=O)N/N=C/c3cccc(Cl)c3)nnn2-c2nonc2N)cc1,2%,-19%,0%,-4%,30,-1%,-6%,-36*,6%,-1%,-11
CCc1ccc(Nc2n[n+](-c3ccccc3)c(-c3cccc(C)c3)s2)cc1,0%,x,-13%,x,18,u,-4%,x,u,2%,-27
COc1cc(C(=O)NCc2ccc(C(=O)NCC(OC)OC)cc2)cc(OC)c1OC,-4%,-32%,4%,4%,13,4%,1%,3,2%,-4%,-3

# Bioassay records (PubChem)
